Source: PubChem
Hsp70 displacement: Hsp70 inhibitors, probe displacement, primary screen, biochemical, fluorescence polarization (AID 583) | Heat shock 70 kDa protein 1A (Homo sapiens) | Hsp70 fluorescence polarization probe displacement, mP; higher % means a stronger effect | displacement, % at 20 µM; hits with a dose series show IC50 in µM | actives 0.06% (n = 140,000); in the data active = displacement above about 50%;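 also: plate controls were vehicle for no effect and reference ligand for full effect; a part of the inactive calls stands beside numbers as strong as those of hits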
Rat MKP-3 inhibitors: MKP-3 phosphatase inhibitors, primary screen, biochemical, rat enzyme, in vitro (AID 425). Dual specificity protein phosphatase 6 (Rattus norvegicus). recombinant MKP-3 phosphatase activity, fluorescence; higher % means a stronger effect. one-dose inhibition, % at 20 µM; IC50 in µM for titrated hits. actives 0.17% (n = 110,000); in the data active = inhibition above about 50%;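 also: plate controls were vehicle for no effect and reference inhibitor for full effect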
Numbers without * were called inactive; · = no result given; & = joins results of further samples.

SMILES	Hsp70 displacement	Rat MKP-3 inhibitors
CCOC(=O)c1cc(CNC(=O)c2c(C)oc3c2CCCC3)c(C)o1	6.6%	-4.7%
CC(=O)Nc1cccc(N2C(=O)CCC2=O)c1	1.5%	·
CCOc1cc(C(=O)N2CCN(C/C=C/c3ccccc3)CC2)cc(OCC)c1OCC	-2.0%	·
COc1cccc(-c2cc(C(=O)NCc3cccnc3)c3ccccc3n2)c1	-3.0%	-0.7%
COc1ccc(-n2nc3cc(C)c(NC(=O)COc4ccc(Cl)cc4Cl)cc3n2)cc1	0.6%	0.2%
Cc1cc(/C=C(/C(=O)c2ccccc2)c2nc3ccccc3[nH]2)c(C)n1-c1ccccc1	1.0%	0.7%
c1ccc(Cc2nnc3sc(-c4ccncc4)nn23)cc1	7.4%	2.2%
c1ccc2cc(OCCCCN3CCOCC3)ccc2c1	-2.0%	-2.1%
O=C(COc1ccc(Cl)cc1)NCCc1cccc(Cl)c1	4.6%	3.7%
C=CCN(CC=C)C(=O)C1CC(=O)N(c2ccc(Br)cc2)C1 (centres undefined)	6.5%&-0.4%	-4.8%&-1.1%
CCOC(=O)C1CCN(C(=O)C2CCN(S(=O)(=O)c3cc(Cl)ccc3Cl)CC2)CC1	1.1%	-5.8%
CCOCCCNC(=O)CCCn1nc(C)n2c(cc3sccc32)c1=O	2.5%	0.7%
CCN1C(=O)C2(C(C#N)=C(N)Oc3cc(C)oc(=O)c32)c2ccccc21 (centres undefined)	·	-5.4%
CNCCC(Oc1ccc(C(F)(F)F)cc1)c1ccccc1 (centres undefined)	-0.2%	-1.5%
C=Cn1ccnc1P(=S)(c1ccc2c(c1)c1ccccc1n2CC)c1nccn1C=C	3.2%	3.0%
CNC(=O)CSc1nnc(-c2cccnc2)n1CCc1ccccc1	0.8%	-19.2%
CCCCn1c(C)cc2cc(O)ccc21	-15.4%	-3.7%
CCCSc1nnc(-c2ccccc2NC(=O)CC)c(=O)[nH]1	-2.3%	2.3%
CC(=O)C(C)Oc1ccc2c3c(c(=O)oc2c1)CCCC3 (centres undefined)	3.8%&3.6%	0.0%&-0.2%
CCCCN(CCCC)CP(=O)(c1ccccc1)c1ccccc1	-2.5%	·
Cc1ccc(/C(O)=C2\C(=O)C(=O)N(c3nncs3)C2c2cccc(Cl)c2)cc1 (centres undefined)	4.3%	1.2%
CC1=NC(C(F)(F)F)(C(F)(F)F)C2=C(CC(C)(C)CC2=O)N1Cc1ccco1	·	-14.4%
CCN1C(=O)/C(=C\c2ccc(N(C)C)cc2)C(C(=O)OC)=C1C	3.9%	-0.2%
COc1ccc(C(=O)/C=C/Nc2ccc(NC(C)=O)cc2)cc1	0.3%	0.2%
CS(=O)(=O)N(CC(=O)N1CCN(c2ccc(F)cc2)CC1)C1CCCCC1	1.9%	·
CN(C)S(=O)(=O)c1cccc2nsnc12	-3.5%	-3.0%
O=C(Cc1cccs1)Nc1cccc2c1C(=O)N(c1ccccc1)C2=O	1.0%	2.8%
CC(C)(C)NS(=O)(=O)c1ccc(OCC(=O)Nc2ccc3c(c2)OCCO3)cc1	2.7%	6.6%
COc1ccccc1N1CCN(C(=O)COc2ccc(Br)c(C)c2)CC1	-2.3%	3.0%
CCC(Cc1ccccc1)NC(=O)CCn1cccc1 (centres undefined)	5.3%	·

Record cards, as listed above. Order of screens: Hsp70 displacement	Rat MKP-3 inhibitors
COc1ccccc1N1CCN(C(=O)COc2ccc(Br)c(C)c2)CC1 is listed with -2.3%	3.0%
CCN1C(=O)/C(=C\c2ccc(N(C)C)cc2)C(C(=O)OC)=C1C is listed with 3.9%	-0.2%
C=Cn1ccnc1P(=S)(c1ccc2c(c1)c1ccccc1n2CC)c1nccn1C=C is listed with 3.2%	3.0%
c1ccc2cc(OCCCCN3CCOCC3)ccc2c1 is listed with -2.0%	-2.1%
CC(=O)C(C)Oc1ccc2c3c(c(=O)oc2c1)CCCC3 (centres undefined) is listed with 3.8%&3.6%	0.0%&-0.2%

Going on with the list:
SMILES	Hsp70 displacement	Rat MKP-3 inhibitors
O=C(Oc1ccc2c(c1)OCO2)c1cccs1	6.1%	-15.5%
COc1ccccc1CNC(=O)Cc1ccc(Br)cc1	0.1%	-0.2%
O=C(CSc1nc2ccccc2c(=O)n1C1CC1)NCc1ccccc1	0.6%	-1.4%
Cn1c(CCN2CCCCC2)nc2cc(NS(=O)(=O)c3ccc(Cl)cc3)ccc21	-0.4%	5.2%
CCCCOc1cccc(C(=O)Nc2ccc(N(CC)CC)cc2)c1	2.6%	-0.6%
Cc1ccccc1NC(=O)C1CCCN(S(=O)(=O)c2c(C)noc2C)C1 (centres undefined)	-1.7%	-7.3%
O=C(Nc1ccc(-c2nc3ccccc3c(=O)o2)cc1)c1ccc(Cl)cc1	-4.7%	5.5%
Cc1cccc(C)c1-n1nnnc1S(=O)(=O)Cc1ccccc1Cl	0.8%	-3.3%
Cc1nc2c(cc(Oc3ccc(S(=O)(=O)N4CCOCC4)cn3)c3ccsc32)s1	0.5%	-14.5%
CC(Oc1ccccc1)C(=O)Nc1cc(C(N)=O)cc(C(N)=O)c1 (centres undefined)	9.0%	1.0%
O=C(/C=C/c1ccccc1)Nc1nc2ccc(Br)cc2s1	-0.6%	3.4%
O=C(COc1ccc2ccccc2c1)Nc1cccc(Br)c1	3.4%	2.6%
O=C(CSc1nc2cc(Cl)ccc2s1)N1CCN(C(=O)c2ccco2)CC1	-1.5%	-5.3%
COc1ccc(Cn2c(C)nc3c(c2=O)c2nc4ccccc4nc2n3Cc2ccco2)cc1	69.5%*	6.78µM*
COc1ccccc1Nc1nnc(C)c(=O)[nH]1	3.1%	·
COc1ccccc1N1CCN(C(=O)CN(Cc2ccc(Cl)cc2)S(C)(=O)=O)CC1	28.7%	-0.3%
COc1ccc(OCc2nnc(SCC(=O)O)n2N)cc1	2.1%	-4.1%
CN(C)c1ccc(/C=C2\SC(=S)N(C(Cc3ccccc3)C(=O)O)C2=O)cc1 (centres undefined)	-160.1%	1.4%
COc1ccc(/C(N)=N/OC(=O)COc2ccc(C)cc2Br)cc1OC	-2.2%	1.6%
Cc1ccc(NS(=O)(=O)c2ccc3c(c2)c(=O)n(C)c(=O)n3C)cc1F	·	-5.0%

Next section, overlapping the part above by six compounds.
SMILES	Hsp70 displacement	Rat MKP-3 inhibitors
COc1ccccc1Nc1nnc(C)c(=O)[nH]1	3.1%	·
COc1ccccc1N1CCN(C(=O)CN(Cc2ccc(Cl)cc2)S(C)(=O)=O)CC1	28.7%	-0.3%
COc1ccc(OCc2nnc(SCC(=O)O)n2N)cc1	2.1%	-4.1%
CN(C)c1ccc(/C=C2\SC(=S)N(C(Cc3ccccc3)C(=O)O)C2=O)cc1 (centres undefined)	-160.1%	1.4%
COc1ccc(/C(N)=N/OC(=O)COc2ccc(C)cc2Br)cc1OC	-2.2%	1.6%
Cc1ccc(NS(=O)(=O)c2ccc3c(c2)c(=O)n(C)c(=O)n3C)cc1F	·	-5.0%
CC(C)Oc1ccc(C2Nc3ccccc3NC3=C2C(=O)CC(C)(C)C3)cc1 (centres undefined)	-5.4%	0.2%
COc1ccc(/C=C(\NC(=O)c2ccccc2)C(=O)NCC(C)C)cc1OC	-3.2%	3.0%
O=C(O)C1CCCN1S(=O)(=O)c1ccc2[nH]c(=O)c(=O)[nH]c2c1 (centres undefined)	-7.1%	-1.5%
O=C(c1cccs1)N1CCC(c2ccccc2)C1 (centres undefined)	5.7%	-9.0%
Cc1ccc(-c2cc(C(=O)N/N=C/c3c(Cl)cccc3Cl)[nH]n2)cc1	4.8%	1.0%
CCN(CC)c1ccc(N2C(=O)/C(=C/c3cccc([N+](=O)[O-])c3)SC2=S)cc1	-2.7%	1.1%
O=C(CCC(=O)c1cccs1)NCc1ccc(Cl)cc1	-1.0%	·
Cc1cc(C)c(S(=O)(=O)N(C)Cc2ccccc2)c(C)c1	-0.2%	-2.4%
CCOc1ccc(N=CC2=C(O)CC(c3ccccc3)CC2=O)cc1 (centres undefined)	-1.7%	2.2%
Cc1ccc(S(=O)(=O)N2CCC(C(=O)NCc3ccncc3)CC2)cc1	-5.2%	·
COc1ccc(CCCc2nnc(SCC(=O)Nc3cccc(C)c3)o2)cc1	5.2%	·
Cc1cc(C(=O)OC2CCOC2=O)c2ccccc2n1 (centres undefined)	2.2%	·
FC(F)(F)C(Oc1nc(Nc2ccc(Cl)cc2)nc(N2CCOCC2)n1)C(F)(F)F	-4.4%&3.0%	2.7%
CCN(CC)c1ccc(/C=C(\C#N)c2nn(CCO)c(N)c2C#N)cc1	-33.4%	5.3%
O=C(c1ccc(F)cc1)C(CN1CCOCC1)c1ccccc1 (centres undefined)	-0.9%	-6.2%
CCCCCCN=CC1=C(O)C(C(=O)OC)C(C)(C)CC1=O (centres undefined)	·	1.0%
Cc1onc(-c2ccccc2Cl)c1C(=O)N1CCN(C(=O)c2ccco2)CC1	-2.8%&1.5%	9.4%&2.1%
CCN(CC)c1ccc(CNC23CN4CN(CN(C4)C2)C3)cc1	-0.9%	-4.5%
CCOC(=O)c1nn(-c2ccc3c(c2)OCO3)cc1O	6.2%	-9.2%
COc1ccccc1C(=O)N1CCN(S(=O)(=O)c2ccccc2)CC1	2.8%&-3.3%	-3.6%&1.7%
COc1cc(NC(=O)c2ccccc2Br)c2ncccc2c1	-1.8%	3.7%
COc1cc2c(C(=O)O)c(C)n(CC(C)C)c2c2ccccc12	-3.6%	·
COc1ccccc1C(=O)n1nc(-c2cccnc2)nc1N	·	-11.4%
CS(=O)(=O)N1CCN(C(=O)c2cc(-c3cccs3)nc3ccccc23)CC1	9.0%	-6.2%
O=C(CCC(=O)c1cccs1)OCc1nc2ccccc2s1	1.7%	-10.8%
O=C(NCCc1ccco1)c1nn(Cc2ccccc2)c(=O)c2ccccc12	0.3%	·
COC(=O)c1c(NC(=O)/C=C/c2ccco2)sc2c1CCC(C)C2 (centres undefined)	-6.6%	7.1%
Cc1cccc(N2CCN(S(=O)(=O)c3ccc4c(c3)CCN4C(=O)CCC(=O)O)CC2)c1C	-3.6%	-4.7%
CCOc1ccc(-n2cc(C(=O)NCc3ccco3)c3cc(OC)c(OC)cc3c2=O)cc1	3.1%	-16.1%
Cc1cc(C)c2[nH]c(O)c(N=NC(=O)c3cccc([N+](=O)[O-])c3)c2c1	3.3%	0.9%
CC(=O)Nc1ccc2sc(C)nc2c1	3.2%	5.0%
CCC1CCCCN1CCCNC(=O)c1ccc(CS(=O)(=O)Cc2ccccc2F)o1 (centres undefined)	-4.4%	-2.4%
Fc1ccc(CNc2ncnc3c2cnn3-c2ccccc2)cc1	-1.3%	·
Cc1nc2ccccc2n1Cc1ccc(Br)cc1	0.7%	0.4%
COC(=O)C1=C(C)NC2=C(C(=O)CCC2)C1c1ccc(OCc2ccc([N+](=O)[O-])cc2)c(OC)c1 (centres undefined)	-4.7%	2.8%
CCCCOc1nc2ccccc2nc1C(C#N)C(=O)NC1CCCCC1 (centres undefined)	-0.3%	-6.8%
Cc1ccc(S(=O)(=O)NCCC(=O)Nc2ccc3c(c2)OCO3)cc1	-1.5%	-16.1%
CCOCCCNC(=O)N[C@@H](Cc1ccccc1)C(=O)OC	-2.8%	3.8%
Cc1ccc(CN2CCN(N=Cc3c(O)ccc4ccccc34)CC2)c(C)c1	0.5%	9.2%
OC(COc1cccc2ccccc12)CN1CCCC1 (centres undefined)	-1.8%	·
CCC1(C)Cc2ccccc2-c2nc(-c3ccccc3)oc(=O)c21 (centres undefined)	8.6%	·
CC1Cc2cc(/C(O)=C3/C(=O)C(=O)N(CCCn4ccnc4)C3c3ccco3)ccc2O1 (centres undefined)	-1.8%	-1.5%
C=CCNC(=S)NNC(=O)C(CCCC)CC(C)(C)O (centres undefined)	-1.6%	·
O=C(Nc1ccccn1)Nc1cccs1	-4.7%	6.1%
C=CCn1c(C)nc2c(c1=O)c1nc3ccccc3nc1n2-c1ccc(C)cc1	4.5%	-3.4%
Cc1cc(C)c(S(=O)(=O)N2CCC(C(=O)NCc3ccc(Cl)cc3Cl)CC2)c(C)c1	-1.6%	·
CCCCN(CC)c1cnn(-c2ccccc2)c(=O)c1N	-2.6%	1.1%
CCOC(=O)c1[nH]c(C)c(C(=O)OCC)c1C	1.3%	-3.7%
O=C(CSCSCC(=O)Nc1ccc2c(c1)OCO2)Nc1ccc2c(c1)OCO2	-1.2%	-3.6%
Cc1occc1C(=O)N/N=C/c1ccc(Cl)cc1	4.8%	3.9%

The list goes on.
SMILES	Hsp70 displacement	Rat MKP-3 inhibitors
CCOC(=O)CSc1nnc2n(Cc3ccccc3)c(=O)c3c4c(sc3n12)CCC4	-2.2%	-7.0%
Cn1c(Cn2nnc3ccccc32)nnc1SCC(=O)NCc1ccc2c(c1)OCO2	0.6%	-8.0%
CCC1Oc2ccccc2N(CC(=O)NCCN2C(C)CCCC2C)C1=O (centres undefined)	2.7%	1.9%
Oc1cccc(C=Nc2ccccc2)c1O	10.6%	120.5%*
O=C(Nc1ncc2c(n1)CC(c1ccco1)CC2=O)c1ccccc1 (centres undefined)	3.1%	-7.6%
CCC(=O)N1CCN(CCN=CC2=C(O)CC(c3cccs3)CC2=O)CC1 (centres undefined)	4.7%	4.7%
CC(C)(C)c1ccc(OCCOc2ccc(/C=N/N3C(=O)CSC3=S)cc2)cc1	0.2%	0.3%
Cn1c(SCC(=O)NCCNC(=O)CSc2nnc(C(F)(F)F)n2C)nnc1C(F)(F)F	23.7%	·
NC(=O)CCC(NC(=O)C(c1ccccc1)c1ccccc1)C(=O)O (centres undefined)	-2.0%	-1.3%
CCOc1cccc(C(=O)Nc2ccc(NC(=O)c3cccc(C)c3)cc2)c1	-3.4%	2.9%
O=S(=O)(Nc1ccc(Cc2ccncc2)cc1)N1CCCC1	2.9%	1.2%
O=C(Nc1ccccc1C(=O)O)c1ccc(NC(=O)c2ccc(Br)o2)cc1	4.1%	·

Not all compounds are listed, so the mix of outcomes need not match the whole.
